Source: PubChem BioAssay (several laboratories)
PG9 binder: small molecules binding HIV-1 gp120 antibody PG9 | TR-FRET gp120-PG9 antibody binding | inhibition, % at 6.7 µM | 360,000 tested, 0.43% active | AID 624416; in the data active = inhibition above about 8.5%
LEDGF integ inh: blocks HIV-1 LEDGF/p75-dependent DNA integration. inhibition, % at 3.7 µM. 370,000 tested, 0.64% active. TR-FRET IN-LEDGF/p75 DNA integration, Eu/Cy5. AID 743269;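 active = inhibition above the screen-wide mean plus 3 SD, cut at about 13% in these data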;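 note: signal is the Cy5 over europium emission ratio at 671 and 618 nm; 0% = plate median of compound wells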
PRMT1 FP inh: blocks human protein arginine methyltransferase 1. Q99873. recombinant PRMT1, activity-based probe fluorescence polarization. inhibition, % at 2.79 µM. 370,000 tested, 1.3% active;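 active = inhibition above about 21% made by adding two undisclosed values, limit read from the data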
SIAE inh: inhibitors of human sialic acid acetylesterase SIAE; inhibition, % at 9.66 µM; Q9HAT2; 370,000 tested, 0.69% active; SIAE FP-Rh probe binding, fluorescence polarization;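 active = inhibition above a cutoff: mean of compounds within the control limits plus 3 SD of those, cut at about 17% in these data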;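 note: 0% = plate median of compound wells and 100% = probe without SIAE protein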
Target sequence (Q9HAT2 whole entry, looked up): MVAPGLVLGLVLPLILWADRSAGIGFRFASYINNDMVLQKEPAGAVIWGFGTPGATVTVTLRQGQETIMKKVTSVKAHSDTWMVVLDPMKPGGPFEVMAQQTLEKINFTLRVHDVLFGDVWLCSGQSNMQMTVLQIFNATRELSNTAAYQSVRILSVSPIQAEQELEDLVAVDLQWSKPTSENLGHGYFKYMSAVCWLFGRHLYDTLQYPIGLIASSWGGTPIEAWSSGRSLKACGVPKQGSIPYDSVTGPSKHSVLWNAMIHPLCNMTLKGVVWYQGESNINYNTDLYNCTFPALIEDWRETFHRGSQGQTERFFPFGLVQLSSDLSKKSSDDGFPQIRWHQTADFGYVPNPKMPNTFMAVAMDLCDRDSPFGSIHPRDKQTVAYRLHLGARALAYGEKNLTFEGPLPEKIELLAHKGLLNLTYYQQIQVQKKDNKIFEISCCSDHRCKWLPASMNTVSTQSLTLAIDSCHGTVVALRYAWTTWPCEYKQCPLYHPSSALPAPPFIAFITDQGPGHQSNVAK
TDP2 inh: TDP2 (human) inhibition, absorbance primary screen; recombinant TDP2, T5PNP hydrolysis, p-nitrophenol absorbance 415 nm; inhibition, % at 12.8 µM; O95551; AID 720702; 370,000 tested, 0.34% active;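 active = inhibition above the mean of all tested compounds plus 3 SD, set per campaign, cut at about 25% in these data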;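 note: 0% = DMSO with enzyme and 100% = buffer with substrate but no TDP2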
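test system = human TDP2 enzyme | input = TDP2 enzyme at 120 nM final | medium = 50 mM Tris-HCl pH 7.5 with Mg2+, KCl, DTT, BSA | also added = T5PNP substrate, 5 mM | times = 2 h at 37 °C | technique = epi absorbance | benchmarks = high control without enzyme, low control DMSO plus TDP2 | replication = each compound tested once, singlicate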
Rev-erbA mod: modulates human Rev-erb alpha binding to DNA | P20393 | Rev-erbα–FITC-DNA binding, fluorescence polarization, 90 min | activity, % at 10 µM | 370,000 tested, 0.79% active;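 active = activity above about 14%, limit read from the data; passing the limit was not always enough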;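 note: 0% = DMSO wells with 35 nM protein and 100% = DMSO wells with 750 nM protein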
mABHD4 FP: inhibits mouse alpha/beta hydrolase domain 4; inhibition, % at 8.92 µM; purified mABHD4, FP-Rh probe fluorescence polarization; Q8VD66; 370,000 tested, 0.54% active;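 active = inhibition exceeding the mean over every tested compound plus 3 SD, cut at about 30% in these data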;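 note: 0% = plate median of compound wells and 100% = S159A mutant with DMSO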
Target sequence (Q8VD66 whole entry, looked up, the tested form may be a part): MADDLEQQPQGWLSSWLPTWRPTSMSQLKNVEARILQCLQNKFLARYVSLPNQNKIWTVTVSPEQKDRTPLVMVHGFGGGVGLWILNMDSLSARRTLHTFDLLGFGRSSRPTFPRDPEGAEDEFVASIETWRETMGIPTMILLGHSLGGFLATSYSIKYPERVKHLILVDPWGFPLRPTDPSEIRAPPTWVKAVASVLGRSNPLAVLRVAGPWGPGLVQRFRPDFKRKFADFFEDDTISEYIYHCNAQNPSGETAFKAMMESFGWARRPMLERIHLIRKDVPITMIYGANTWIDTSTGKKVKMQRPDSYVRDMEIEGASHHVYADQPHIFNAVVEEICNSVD
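Assay system: mABHD4 protein; medium: HEPES pH 7.0, NaCl, Pluronic buffer; dosing: 8.92 µM, single dose; schedule: 45 min + 60 min at 25 °C; signal: FP readout, ex 525 nm / em 598 nm; read-out: normalized percent inhibition of probe labeling; repeats: single replicate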
HTRA1 inhibitor: HTRA1 (human) protease inhibition; 340,000 tested, 0.5% active; Q92743; recombinant HTRA1, FP-rhodamine activity-based probe, fluorescence polarization; inhibition, % at 5.96 µM; in the data active = inhibition above about 36%;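 note: 0% = enzyme with DMSO and 100% = wells lacking enzyme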
TCR CD3 inh: human TCR-CD3 binding inhibition. inhibition, % at 9.4 µM. 360,000 tested, 0.37% active. TAMRA-labeled TCR probe fluorescence, biochemical; in the data active = inhibition above about 19%;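 note: recombinant mutant TCR 2C K166C tagged with TAMRA read by polarization; 0% = receptor in buffer alone and 100% = receptor with positive control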
rCAG binder: binds r(CAG) RNA repeats | r(CAG) RNA repeat, TO-PRO-1 dye displacement fluorescence | inhibition, % at 3 µM | 370,000 tested, 1.3% active | AID 651821;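 active = inhibition above the plate cutoff, the mean of all test compounds on that plate plus 3 SD, cut at about 35% in these data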;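 note: 0% = DMSO alone and 100% = 100 µM mitoxantrone as full dye displacement; higher means more dye released from RNA so lower well fluorescence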
An asterisk follows results filed as active; / = no result given. Only part of the results is shown; the hit share may differ from the screen's.

SMILES	PG9 binder	LEDGF integ inh	PRMT1 FP inh	SIAE inh	TDP2 inh	Rev-erbA mod	mABHD4 FP	HTRA1 inhibitor	TCR CD3 inh	rCAG binder
COc1ccc(N2CCCn3c2nc2c3c(=O)n(Cc3ccccc3)c(=O)n2C)c(OC)c1	-0.8	-2	2	4	6	6	4	2	-1	-4
O=C(O)Cc1sc(Nc2ccc(Cl)cc2)nc1-c1cccs1	-0.3	3	15	-82	-6	-5	-73	/	-44	58*
Cc1cc(C)nc(Nc2cccc(Cl)c2)n1	-1.4	-6	0	0	-9	-8	1	2	-5	-3
COc1ccccc1-c1nnc(SCC(=O)O)n1C	1.0	4	-2	6	12	1	1	2	-4	1
CCCC(c1nnnn1Cc1ccccc1)N1CCC(C(N)=O)CC1 (stereo not given)	-1.4	-2	0	-6	-6	-4	3	8	0	-5
COc1ccccc1N1CCN(S(=O)(=O)CC23CCC(CC2=O)C3(C)C)CC1 (stereo not given)	0.1	-5	-1	-3	-4	-4	-1	1	-2	-9
O=C1NCCn2ccc(=O)cc21	-0.5	-4	5	-1	-3	0	4	10	2	-2
C=CCN1C(=O)C(CC(=O)Nc2ccc(OC)cc2)SC1=Nc1ccc(S(N)(=O)=O)cc1 (stereo not given)	-2.2	4	-1	-6	4	-2	0	-7	10	-2
O=C(NC1CCCCC1)C(c1ccncc1)N(C(=O)Cn1nnc(-c2cccs2)n1)C1CCCC1 (stereo not given)	0.8	-2	-1	0	4	8	2	-20	0	1
CCOC(=O)Cn1cc(CN2CCS(=O)(=O)N(Cc3ccccc3)C(C(=O)OC)C2)nn1 (stereo not given)	/	-3	-1	0	-1	5	3	/	/	1
COc1ccc(N2CC(C(=O)NCCc3ccc(Cl)cc3)CC2=O)cc1 (stereo not given)	0.1	2	-3	6	-10	5	-5	4	-4	-2
O=C1CC2(CCN(C(=O)c3ccc(F)c(F)c3)CC2)Oc2ccccc21	-1.3	-3	-2	-2	4	4	-2	2	3	-8
Fc1ccc(-c2cn3ccccc3n2)cc1	-3.2	3	-3	0	-30	2	-14	0	12	0
Cc1ccc(C(=O)N2N=C(CC(C)C)CC2(O)C(F)(F)F)o1 (stereo not given)	-1.8	1	0	-1	-3	-1	-4	-7	9	-7
COC(=O)c1ccc(N)cc1O	-2.7	0	0	8	4	2	-2	-4	-2	0
Cc1cc(C)nc(SC2CCOC2=O)n1 (stereo not given)	-0.9	3	0	1	9	0	5	9	1	-2
CCOC(=O)C1CCN(S(=O)(=O)c2ccc3c(c2)CC(C)N3C(=O)C2CCC2)CC1 (stereo not given)	0.4	6	-3	2	-14	4	5	-3	4	-2
Cc1nc2c(C)cccc2c(SC(=N)N)c1CC=C(Cl)Cl	0.2	-5	3	-1	4	4	0	-1	-5	5
CC(O)CNc1nc2c(c(=O)n(Cc3ccc(Cl)cc3)c(=O)n2C)n1C (stereo not given)	-0.1	0	1	6	12	-6	6	-1	0	-4
CCn1c(SCC(=O)NC2CC2)nc2ccccc21	1.7	6	-4	3	-7	5	-4	3	3	3

Of the compounds above, 6 contain four or more nitrogen atoms.
SMILES	PG9 binder	LEDGF integ inh	PRMT1 FP inh	SIAE inh	TDP2 inh	Rev-erbA mod	mABHD4 FP	HTRA1 inhibitor	TCR CD3 inh	rCAG binder
COc1ccc(N2CCCn3c2nc2c3c(=O)n(Cc3ccccc3)c(=O)n2C)c(OC)c1	-0.8	-2	2	4	6	6	4	2	-1	-4
CCCC(c1nnnn1Cc1ccccc1)N1CCC(C(N)=O)CC1 (stereo not given)	-1.4	-2	0	-6	-6	-4	3	8	0	-5
C=CCN1C(=O)C(CC(=O)Nc2ccc(OC)cc2)SC1=Nc1ccc(S(N)(=O)=O)cc1 (stereo not given)	-2.2	4	-1	-6	4	-2	0	-7	10	-2
O=C(NC1CCCCC1)C(c1ccncc1)N(C(=O)Cn1nnc(-c2cccs2)n1)C1CCCC1 (stereo not given)	0.8	-2	-1	0	4	8	2	-20	0	1
CCOC(=O)Cn1cc(CN2CCS(=O)(=O)N(Cc3ccccc3)C(C(=O)OC)C2)nn1 (stereo not given)	/	-3	-1	0	-1	5	3	/	/	1
CC(O)CNc1nc2c(c(=O)n(Cc3ccc(Cl)cc3)c(=O)n2C)n1C (stereo not given)	-0.1	0	1	6	12	-6	6	-1	0	-4

The listing picks up; the 4 compounds before the break are reprinted first.
SMILES	PG9 binder	LEDGF integ inh	PRMT1 FP inh	SIAE inh	TDP2 inh	Rev-erbA mod	mABHD4 FP	HTRA1 inhibitor	TCR CD3 inh	rCAG binder
CCOC(=O)C1CCN(S(=O)(=O)c2ccc3c(c2)CC(C)N3C(=O)C2CCC2)CC1 (stereo not given)	0.4	6	-3	2	-14	4	5	-3	4	-2
Cc1nc2c(C)cccc2c(SC(=N)N)c1CC=C(Cl)Cl	0.2	-5	3	-1	4	4	0	-1	-5	5
CC(O)CNc1nc2c(c(=O)n(Cc3ccc(Cl)cc3)c(=O)n2C)n1C (stereo not given)	-0.1	0	1	6	12	-6	6	-1	0	-4
CCn1c(SCC(=O)NC2CC2)nc2ccccc21	1.7	6	-4	3	-7	5	-4	3	3	3
Cc1cccc(NC(=O)C2CCCN(C(=O)Nc3ccc(F)cc3)C2)c1 (stereo not given)	0.8	-1	0	3	21	-1	-5	-5	2	-1
CN1CCN(C(=O)c2cc(Cl)cc(Cl)c2NC(=O)c2ccco2)CC1	0.7	1	-1	1	9	4	4	-3	1	0
CCOC(=O)c1c(NC(=O)/C=C/C(=O)O)sc(C)c1-c1ccc(C)c(C)c1	1.6	1	13	5	21	-2	-1	-24	-4	53*
COCCN(CCOC)C(=S)Nc1ccccc1Cl	0.6	4	-6	0	4	-3	0	9	-4	-3
CCOC(=O)c1cnc(-c2ccccc2O)nc1Cl	-2.3	3	-1	10	-11	1	-4	0	-1	5
CCn1cc(C(=O)O)c(=O)c2cc(S(=O)(=O)N(C)C)ccc21	-1.4	2	-2	1	-4	-3	1	-1	4	-1
O=C(CN1C(=O)CSc2ccc(S(=O)(=O)N3CCOCC3)cc21)NCc1c(F)cccc1Cl	0.6	-5	4	-5	-5	-10	-6	-7	-6	5
O=C(CCSCCC(=O)N1CCCC1)N1CCCC1	-2.6	3	3	13	-4	/	6	7	-2	1
N/C(=N\OC(=O)c1ccc(Cl)c([N+](=O)[O-])c1)c1ccccn1	1.6	4	-4	-2	10	-2	-3	-7	2	1
CCc1ccc(-n2c(C)n[nH]c2=S)cc1	-1.2	-6	7	-5	-17	-1	-12	3	-7	-1
COc1ccc(OCC(=O)Nc2ccc3c(c2)nc2n3CCSC2)cc1	-0.2	1	4	-3	-8	-9	-7	0	-3	2
Cc1c(Cl)cccc1NC(=S)N(Cc1ccco1)C(C)c1ccccn1 (stereo not given)	1.0	-3	-2	-1	-5	0	2	4	3	-1
COCCN(C(=O)CCC(=O)Nc1ccccn1)C(C(=O)NC(C)(C)C)c1ccc(OC)cc1 (stereo not given)	-0.6	-3	-3	2	4	-1	-7	-3	6	2
OCCC1CN(Cc2c(F)cccc2Cl)CCN1C1CCCC1 (stereo not given)	-0.7	3	-4	0	-6	4	4	2	-4	-2
O=C(CCCN1C(=O)CCC1=O)Nc1ccc2c(c1)OCCO2	-3.0	-3	-2	4	-5	3	0	-6	4	-2
C=CCc1c(C)nc(N2CCSCC2)[nH]c1=O	-2.0	7	-3	2	-10	-1	-5	0	-8	-1
CC1CCCN(Cc2c(O)ccc3c(=O)c(-c4nc5ccccc5s4)c(N)oc23)C1 (stereo not given)	-2.1	0	2	8	6	-7	14	-7	-2	25
COCC(=O)Nc1ccc(OCc2ccccc2)cc1	-0.7	1	-1	-2	-3	5	-6	1	8	-1
CNC(=O)c1nnc(Cc2ccc(Cl)cc2)o1	1.1	5	-2	-1	5	10	-1	6	-2	1
FC(F)Sc1nc2ccccc2[nH]1	3.7	-3	3	4	9	4	1	7	-8	-1
COc1ccc(CC(=O)N2CCN(C(=O)c3ccco3)CC2)cc1	-2.0	-1	7	4	6	2	7	3	5	1
O=C(COc1ccccc1)NNc1nc2c(F)cccc2s1	1.3	4	0	2	5	-4	12	1	-3	-2
COc1ccc(/C=C2\SC(=O)N(CC(=O)NN3CCN(C)CC3)C2=O)cc1OC	-3.1	0	5	0	8	2	0	6	-6	3
CCc1nnc(NC(=O)COc2ccc(N(C)S(=O)(=O)c3ccc(C)cc3)cc2)s1	-1.9	-1	11	-4	-17	0	-10	-5	-3	5
Cc1ccc(F)c(S(=O)(=O)NC(=O)C2(C)CCN2C(=O)Cc2ccc(-c3ccccc3)cc2)c1 (stereo not given)	0.2	-2	-1	5	-3	5	-6	/	5	60*
O=S(=O)(CCOc1ccccc1)c1nc2ccccc2[nH]1	0.8	1	13	0	2	-8	0	2	3	1
O=C(COc1ccc2c3c(c(=O)oc2c1)CCCC3)NCCCN1CCCC1=O	-1.1	0	1	1	4	-3	0	1	-1	-6
O=C(CC12CC3CC(CC(Br)(C3)C1)C2)Nc1nncs1	-0.4	0	1	4	-8	-2	-2	-3	1	3
CCOc1ccccc1C(=O)Nc1nnc(SCC(=O)N2CCCC2)s1	0.2	4	-3	-14	-13	5	-8	0	-2	1
COc1ccc2c3c(cccc13)C(=O)N(O)C2=O	-1.5	1	1	5	2	-3	9	0	-3	-1
O=C(COC(=O)/C=C/c1ccc(C(F)(F)F)cc1)NC1CCS(=O)(=O)C1 (stereo not given)	0.9	-1	2	2	7	-5	-4	-12	3	-3
CCOc1ccccc1C(=O)NCC(=O)NC(C)c1ccc(-n2ccnc2)cc1 (stereo not given)	-2.1	2	-4	-6	-4	4	0	-2	3	-6
Cn1c(=O)c2[nH]c(-c3ccccc3Cl)c(O)c2n(C)c1=O	-9.2	3	13	2	-7	0	-2	6	9	-14
CC(=O)Nc1cccc(OCc2ccc(F)cc2)c1	0.7	-2	-1	4	10	-1	-3	0	2	-2
